# Bioassay records (PubChem)
# APP transl inh: APP translation inhibition; 190,000 tested, 0.82% active; SH-SY5Y APP 5'UTR-luciferase reporter, luminescence; inhibition, % at 2 µM;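 active = inhibition above a set limit, derived from the sample mean plus 3 SD, cut at about 45% in these data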; note: values of inactives mirror those of a sister screen read the other way
# FLuc stim CS: firefly luciferase counter-screen for stimulation assays | P08659 | ATPlite luciferase biochemical, luminescence, 10 min; 0 = ATP-free wells, 1 = DMSO control | activation factor at 10 µM | 200,000 tested, under 10 active | AID 1027;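 active = luciferase activation factor, scaled between plate controls, of at least 2 with compound at 10 µM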
# Target sequence (P08659 whole entry, looked up): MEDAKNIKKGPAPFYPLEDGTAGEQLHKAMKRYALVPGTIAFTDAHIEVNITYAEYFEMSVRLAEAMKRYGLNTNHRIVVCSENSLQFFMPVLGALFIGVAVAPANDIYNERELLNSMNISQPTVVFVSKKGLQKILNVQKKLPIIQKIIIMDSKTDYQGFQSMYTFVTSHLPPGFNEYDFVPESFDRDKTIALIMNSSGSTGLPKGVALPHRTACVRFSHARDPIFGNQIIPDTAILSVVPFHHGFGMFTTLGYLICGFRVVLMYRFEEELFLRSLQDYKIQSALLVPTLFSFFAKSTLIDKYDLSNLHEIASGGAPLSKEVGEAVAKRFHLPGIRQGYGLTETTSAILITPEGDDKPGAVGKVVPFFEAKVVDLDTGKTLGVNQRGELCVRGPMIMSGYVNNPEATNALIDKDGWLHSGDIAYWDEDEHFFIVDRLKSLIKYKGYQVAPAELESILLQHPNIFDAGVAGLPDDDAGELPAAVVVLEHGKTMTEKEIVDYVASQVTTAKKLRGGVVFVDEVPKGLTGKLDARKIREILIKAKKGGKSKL
#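 assay system = Luciferase/luciferin detection reagent, cell-free biochemical luciferase assay | also added = ATP substrate | times = 10 min post-reagent at room temperature | measured by = luminescence from luciferase reaction | measure = luciferase activation, seen as luminescence increase over controls | benchmarks = low control with PBS replacing ATP, high control enzyme plus ATP without compound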
# TLR4 MyD88 comp: TLR4-MyD88 interaction inhibition in cells. O00206+Q99836. HeLa CL3-4 TLR4/MyD88 BLA complementation, FRET ratio. inhibition, % at 8.4 µM. 200,000 tested, 0.18% active. AID 861; in the data active = inhibition above about 25%;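 note: 0% = vehicle and 100% = reference inhibitor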
# APP 5'UTR act: APP 5'UTR luciferase reporter activation; 190,000 tested, 1% active; activation, % at 2 µM; SH-SY5Y APP 5'UTR luciferase reporter, luminescence; zero percent = DMSO vehicle wells;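 active = activation above a set limit, based on mean plus 3 SD of controls, cut at about 140% in these data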; note: values of inactives mirror those of a sister screen read the other way
# Diaph inh CS: counter-screen for diaphorase-based assays: diaphorase inhibitors and chemical oxidizers. diaphorase resazurin-to-resorufin fluorescence, NADH, 16 min; bacterial (C. kluyveri) enzyme, not human. inhibition, % at 20 µM. 190,000 tested, 0.69% active. AID 1217;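 active = primary screen inhibition at 20 µM above a set limit, cut at about 50% in these data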;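 note: plate controls were DMSO with full reaction for no effect and wells lacking NADH for full effect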
#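 Test system: Clostridium kluyveri diaphorase enzyme / Quantity: diaphorase at 0.14 U/mL in enzyme working solution / Incubation: 16-min room-temperature incubation before reading / Benchmarks: NADH-free wells as positive control, DMSO-only neutral wells / Signal: resorufin fluorescence 544/590 nm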
# FLuc inhib CS: inhibits firefly luciferase, flagging false hits in luciferase inhibition screens | 200,000 tested, 1.5% active | inhibition, % at 10 µM | P08659 | ATPLite firefly luciferase biochemical luminescence, 10 min;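 active = inhibition above about 50% when tested at 10 µM, limit read from the data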
# STAT1 act: increases IFN-gamma driven STAT1 reporter signal; NIH 3T3 STAT1-luciferase reporter, luminescence; 100% = IFN-gamma alone, no compound; activation (% of control), % at 5.5 µM; 200,000 tested, 2.6% active;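 active = activation above the screen-wide mean activation plus 3 SD, cut at about 130% in these data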;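 note: raw ratio to IFN-gamma control signal so 100% means no change and 0% no light; values of inactives mirror those of a sister screen read the other way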
# G6PDH CS: counter-screen for G6PDH assay hits: L. mesenteroides G6PDH inhibition | 200,000 tested, 0.12% active | Purified L. mesenteroides G6PDH, diaphorase/resazurin coupled fluorescence, 45 min | AID 1020 | inhibition, % at 5 µM; in the data active = inhibition above about 50%
# NF-kB expr up: compounds increasing NF-kB expression in human neuronal cells. NF-kB reporter expression; hits give high values. AID 1239. fold change at 12.5 µM. 190,000 tested, 1.6% active; in the data active = fold change above about 3.3
# Diaphorase act: diaphorase activation or chemical reduction counter-screen. Diaphorase/resazurin coupled assay, resorufin fluorescence, 16 min; hits give high values; 1 = vehicle wells, 0 = NADH-free wells. activation factor at 20 µM. 190,000 tested, 0.005% active;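 active = diaphorase activity raised at least twofold by the compound at 20 µM; inactive = activation factor below 2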
#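 test system = bacterial diaphorase enzyme (C. kluyveri) | quantity = enzyme 0.07 U/mL final | reagent = NADH substrate 0.114 mM plus resazurin dye 0.1 mM, final | incubation = 16 min enzyme reaction, ambient temperature | buffer or medium = HEPES pH 7.4 buffer with MgCl2 and Tween 20 | signal = fluorescence of resorufin, 544 nm excitation, 590 nm emission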
# The depositor's hits bear a star; . = no result given; & = joins results of further samples.
SMILES,APP transl inh,FLuc stim CS,TLR4 MyD88 comp,APP 5'UTR act,Diaph inh CS,FLuc inhib CS,STAT1 act,G6PDH CS,NF-kB expr up,Diaphorase act
CCn1c(-c2ccccc2Cl)nn(CC(=O)Nc2cc(Cl)ccc2Cl)c1=S,-6,1.1,-6,6,21,-5,95,6,1.2,0.8
NC(=S)Nc1nccc(-c2cccs2)n1,-40,1,9,40,0,-1,113,2,1.7,1
CC(=O)Nc1ccc(S(=O)(=O)NCC2CCC(C(=O)NCCC(C)C)CC2)cc1 (centres undefined),.,1.1,-15,.,16,-5,98,2,0.91,0.8
O=c1[nH]c2ccccc2c(O)c1SCCO,-35,1,-9,35,29,-1,98,9,1.1,0.7
CC(=O)N1c2ccccc2C(C)(c2ccccc2)CC1(C)C (centres undefined),-5,1,-1,5,12,-5,90,8,1.8,0.9
O=S(=O)(NCCOc1ccc(F)cc1)c1ccc2c(c1)OCCO2,0,1.1,-1,0,16,-6,93,-4,1.1,0.8
CCOC(=O)CCCN1CC(O)=C(c2nc3ccccc3s2)C1=N,7,1,-15,-7,11,-3,127,-2,1.2,0.9
CC(=O)c1ccc(Cc2ncc(C(F)(F)F)cc2Cl)s1,-10,1,-10,10,4,0,104,-2,1,1
COc1ccc(-c2[nH]n(-c3ccc([N+](=O)[O-])cc3)c(=O)c2C=NCCN2CCNCC2)cc1,14,1,-1,-14,.,-4,95,11,1,.
O=C(NCc1ccc(/C=c2\sc3n(c2=O)CCN=3)o1)C(=O)Nc1ccccc1,-16,0.9,6,16,45,5,102,9,1.3,0.5
CC(=O)O[C@]1(C(C)=O)CC[C@H]2[C@@H]3C=C(C)C4=CC(=O)CC[C@]4(C)[C@H]3CC[C@@]21C,-22,1.1&1,1,22,22&7,-6&2,98,15&3,0.96,0.8&0.9
Cc1noc(/C=C/c2cccs2)c1S(=O)(=O)N1CCC(C(=O)NCCCN2CCC(C)CC2)CC1,-4,1.1,3,4,3,-7,98,-1,1,1
O=C(Nc1ccc(F)cc1F)C1CCN(C(=O)c2ccc(Br)cc2)CC1,-16,1,2,16,-2,-4,106,-6,1.1,1
CC(C)(C)c1ccc(OCCNC(=O)Cc2ccc(F)cc2)cc1,-5,1.1,4,5,4,-7,95,6,0.95,1
O=C(Nc1nccs1)c1cccc(N2C(=O)c3cccc4c([N+](=O)[O-])ccc(c34)C2=O)c1,14,1,28*,-15,14,-4,93,9,1.2,0.9
O=Nc1c(O)[nH]c2ccc(F)cc12,5,1,9,-5,1,-5,95,0,1.1,1
COCCNC(=O)CN(C(=O)Cn1nnc2ccccc21)c1cccc(C)c1C,11,1,2,-11,20,-4,101,11,1.3,0.8
O=C(c1ccc(Oc2ccc(C(F)(F)F)cc2[N+](=O)[O-])cc1)N1CCOCC1,-2,1,5,2,2,4,86,8,0.99,1
O=C(COc1ccccc1)OCc1cc2ccccc2[nH]c1=O,0,1,10,0,3,-2,103,-3,1.4,1
CCCc1ccc(-c2cc(C(=O)NCCc3ccc(S(N)(=O)=O)cc3)c3ccccc3n2)cc1,-65,0.4,15,65,15,64*,126,8,1.8,0.9

# A few values from above:
# STAT1 act result of `Cc1noc(/C=C/c2cccs2)c1S(=O)(=O)N1CCC(C(=O)NCCCN2CCC(C)CC2)CC1` stands at 98
# Diaph inh CS result of `CCOC(=O)CCCN1CC(O)=C(c2nc3ccccc3s2)C1=N` stands at 11
# Diaphorase act result of `CC(=O)Nc1ccc(S(=O)(=O)NCC2CCC(C(=O)NCCC(C)C)CC2)cc1` (centres undefined) stands at 0.8
# G6PDH CS result of `O=c1[nH]c2ccccc2c(O)c1SCCO` stands at 9
# FLuc stim CS result of `CCCc1ccc(-c2cc(C(=O)NCCc3ccc(S(N)(=O)=O)cc3)c3ccccc3n2)cc1` stands at 0.4
# NF-kB expr up result of `O=C(Nc1ccc(F)cc1F)C1CCN(C(=O)c2ccc(Br)cc2)CC1` stands at 1.1

# Other records follow:
SMILES,APP transl inh,FLuc stim CS,TLR4 MyD88 comp,APP 5'UTR act,Diaph inh CS,FLuc inhib CS,STAT1 act,G6PDH CS,NF-kB expr up,Diaphorase act
CCCOC(=O)C1[C@H]2C(=O)N(CC3CCCO3)C[C@]23C=C[C@H]1O3 (some centres undefined),7,1.1,-6,-7,16,-6,105,-8,1.2,0.8
CC1CCCCN1S(=O)(=O)c1ccc2c(c1)oc(=O)n2CC(=O)O (centres undefined),1,1,12,-1,19,-2,94,14,1,0.8
Cc1ccc(NC(=O)CCn2nc([N+](=O)[O-])cc2C)nc1,15,1.1,-11,-15,9,-7,97,2,1.2,0.9
C=CCN(CC=C)CC(O)Cn1c2ccccc2c2ccccc21 (centres undefined),9,1.1,-7,-9,1,-5,104,5,0.96,1
O=C(CCNS(=O)(=O)c1cccs1)N1CCc2ccccc2C1,-14,1,-6,14,8,-4,119,6,1.5,0.9
CCOC(=O)NS(=O)(=O)c1ccc(CCNC(=O)c2cc(C)on2)cc1,5,1,-3,-5,18,-4,106,-1,1.1,0.8
Cc1cc(Cl)n2c(nc3cc(F)c(F)cc32)c1C#N,88*,1,75*,-88,16,-4,131*,1,0.11,0.8
CCN(CC)C(=O)CSc1nnc(-c2cccnc2)n1Cc1ccccc1,19,1,0,-19,9,0,101,18,1.4,0.9
Cc1cc(Oc2ccccc2)nc(-c2ccccc2O)n1,-5,1.1,4,5,14,-7,105,7,1.3,0.9
CC(=O)NC(Cc1ccccc1)C(=O)NC1CCN(C(=O)NC2CCCCC2)CC1 (centres undefined),6,1,-3,-6,-4,5,104,-4,1.1,1
Cc1c(Cl)c([N+](=O)[O-])nn1CCCC(=O)Nc1c(C)n(C)n(-c2ccccc2)c1=O,-14,1.1,3,14,17,-8,104,6,1.2,0.8
CCN(CC)C(=O)CSc1nnc(-c2ccccn2)n1-c1ccc(C)c(C)c1,-17,1.1,7,17,6,-6,103,2,1,0.9
CCN(CC)CCNC(=S)Nc1ccc(F)cc1,3,1,-1,-3,-17,0,105,7,1,1.2
Nc1nc2ccccc2n1C(=O)CCc1ccccc1,-50,0.8,8,49,4,17,136*,-4,2.6,1
COC(=O)c1cc(=O)nc2sc3ccccc3n12,1,1.1,6,-1,18,-10,96,-1,0.84,0.8
Cc1cc(C(=O)C(=O)N(C)C)c(C)n1-c1ccc([N+](=O)[O-])cc1,-9,1.1,6,9,15,-10,104,1,1,0.9
COc1ccccc1/C=C/C(C)=O,3,1.1,-4,-3,2,-7,95,-3,1.2,1
CN(c1ccc(OCC(=O)OCC(=O)Nc2cccc([N+](=O)[O-])c2)cc1)S(=O)(=O)c1ccc(F)cc1,4,1.1,-9,-4,19,-8,99,-3,1.5,0.8
CCOC(=O)C1=C(COc2ccc(C)cc2)NC(=O)NC1c1cc(C)ccc1C (centres undefined),1,1,-11,-1,14,-4,106,-3,0.95,0.9
Cn1c(CO)c(-c2ccccc2)c2cc([N+](=O)[O-])ccc21,-3,1,-9,3,21,-3,98,0,0.86,0.8
COC(=O)c1ccc(CSc2nc3c(cnn3-c3ccc(F)cc3)c(=O)[nH]2)o1,3,1,-13,-3,21,-1,105,5,1.1,0.8
CCOC(=O)C(=O)NC(C)CCc1ccccc1 (centres undefined),-6,1,-3,6,10,-4,95,1,1,0.9
O=C(Nc1cccc(Cl)c1)Nc1cc(S(=O)(=O)N2CCCCC2)ccc1Cl,10,1.1,7,-10,22,-6,100,-14,0.46,0.8
O=C1C2C(c3ccccc3)C=CC(c3ccccc3)C2C(=O)N1c1ccncc1 (centres undefined),-13,1.1,-20,13,8,-9,106,6,0.97,0.9
O=C(Nc1nc(-c2ccc(Cl)s2)cs1)c1cccs1,-66,1,-16,66,31,-1,111,1,1.6,0.7
CC1(C)CC(NCCN2CCN(C3=CC(=C(C#N)C#N)CC(C)(C)C3)CC2)=CC(=C(C#N)C#N)C1,-9,1.1,-6,9,14,-8,98,6,0.44,0.9
Cc1ccccc1N=C(NOCc1ccccc1)c1nonc1N,-6,1,0,6,24,-4,96,5,1.1,0.8
Cc1ccccc1NC(=O)Cc1nnc(SCC(=O)N2CCN(c3ccccc3)CC2)n1C,6,1.1,0,-6,10,-6,97,-14,1.1,0.9
Cc1cnn(-c2cc(N/N=C/c3ccccc3Cl)ncn2)c1,-11,1,-5,11,-9,-1,104,-3,0.95,1.1
Oc1ccccc1/C=N/n1cnn(Cc2ccccc2Cl)c1=S,-1,1.1,-16,1,-1,-7,107,-29,1.3,1
Cc1ccc(Sc2c(C)nn(C(=O)c3cccc(S(=O)(=O)N4CCOCC4)c3)c2C)cc1,17,1,7,-17,17,-2,98,2,1.8,0.8
CCc1ccc(-c2cc(C(=O)N/N=C/c3c[nH]c4ccccc34)[nH]n2)cc1,-208,0.5,-3,208*,4,46,94,0,0.63,1
CN(CCO)c1nc(N)c2c(N)nc3c(c2c1C#N)CC(=O)N3C1CCCC1,2,1,-5,-2,42,-2,106,37,0.53,0.6
Cc1cc(NC(=O)c2ccc3c(c2)OCCO3)no1,-106,0.1,10,106,17,93*,93,-1,4*,0.8
CCn1c(COc2ccccc2)nnc1SCc1ccc(C#N)cc1,3,1.1,-19,-3,14,-8,96,2,0.92,0.9
O=C(COc1ccc(S(=O)(=O)NC2CCCCC2)cc1)N1CCN(c2cccc(Cl)c2)CC1,18,1,-1,-18,11,-4,92,-6,0.79,0.9
CC(=O)Nc1cccc(/C(C)=N/NS(=O)(=O)c2ccccc2)c1,-9,1.1,2,9,20,-9,96,-2,1.1,0.8
COc1cccc(C(C)NC(=O)Nc2ccccc2Cl)c1 (centres undefined),-17,1,4,17,-1,3,95,25,0.67,1
COc1ccc(-c2nc(C#N)c(N3CCOCC3)o2)cc1OC,11,1,3,10,14,-4,109,2,1.1,0.9
Cc1nc2c(-c3ccc(F)cc3)c(C)nn2c(C)c1CCC(=O)NCCN1CCOCC1,-8,1.1,-3,8,28,-7,99,1,0.87,0.7

# Structures shown so far with a CF3 group:
SMILES,APP transl inh,FLuc stim CS,TLR4 MyD88 comp,APP 5'UTR act,Diaph inh CS,FLuc inhib CS,STAT1 act,G6PDH CS,NF-kB expr up,Diaphorase act
CC(=O)c1ccc(Cc2ncc(C(F)(F)F)cc2Cl)s1,-10,1,-10,10,4,0,104,-2,1,1
O=C(c1ccc(Oc2ccc(C(F)(F)F)cc2[N+](=O)[O-])cc1)N1CCOCC1,-2,1,5,2,2,4,86,8,0.99,1

# (list continues)
SMILES,APP transl inh,FLuc stim CS,TLR4 MyD88 comp,APP 5'UTR act,Diaph inh CS,FLuc inhib CS,STAT1 act,G6PDH CS,NF-kB expr up,Diaphorase act
Fc1cccc(Nc2ncnc3[nH]ncc23)c1,-1,1,-15,1,0,0,108,5,0.94,1
Cc1ccc(S(=O)(=O)NCC(=O)N(CC(=O)NCc2ccco2)Cc2ccco2)cc1,4,1,-3,-4,3,-2,104,8,1.1,1
Nc1nc(SCC(=O)N2CCc3ccccc3C2)[nH]c(=O)c1-c1ccccc1,26,1.1,-7,-26,10,-8,94,-4,1.2,0.9
C=CCN1C(=O)C2C(C(=O)NCc3ccccc3)C3C=CC2(O3)C1C(=O)NC(C)(C)C (centres undefined),7,1.1,4,-7,3,-8,100,6,1,1
Cc1cccc(NC(=S)NC(=O)c2ccco2)n1,-27,0.9,5,27,16,12,103,0,1.4,0.8
